Screening data from PubChem.
T cell modulator = T cell immune modulation candidate | 2C CD8+ T cell-vesicle binding, flow cytometry; hits give low values | calls only at 7 µM | 330,000 tested, 0.068% active;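 active = response, share of CD8 T cells binding vesicles, and their 90th percentile fluorescence all below set limits, cut at about 80% in these data, passing the limit was not always enough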
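Test system: purified 2C TCR transgenic mouse naive CD8+ T cells. Probe or stimulus: QL9-peptide-loaded Drosophila micro-vesicles bearing Ld, ICAM-1 and B7-1. Incubation: binding step 1.5 h, 37 °C, antibody labelling 20 min, ice. Measured by: flow cytometry of vesicle-bound cells.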
LYP inhibition = PTPN22 lymphoid phosphatase activity blockers – biochemical, fluorescence intensity, uHTS (AID 1779); recombinant LYP phosphatase, fluorescence intensity; higher % means a stronger effect; inhibition, % at 11.5 µM; hits with a dose series show IC50 in µM; 290,000 tested, 0.054% active; in the data active = inhibition above about 50%;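 also: plate controls were vehicle with enzyme for no effect and no enzyme for full effect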
MgcRacGAP inhibition = MgcRacGAP GTPase-activating activity inhibitors, confirmation, biochemical, ADP Hunter fluorescence. MgcRacGAP-stimulated Rac1 GTP hydrolysis, ADP Hunter fluorescence; higher % means a stronger effect; GST-tagged Rac1 F28L mutant substrate. inhibition, % at 30 µM, or IC50 in µM where a hit was titrated. 340,000 tested, 0.6% active;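 active = first-screen hits whose inhibition reached a set limit at any dose in the follow-up dose series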;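 also: fluorescence reports GDP produced by GAP-driven GTP hydrolysis; strong numbers were not always called active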
SV40 large T antigen = SV40 large T antigen inhibitors, biochemical (AID 1903). 310,000 tested, 0.39% active. inhibition, % at 20 µM; hits with a dose series show IC50 in µM. SV40 large T antigen ATPase/helicase inhibition assay; higher % means a stronger effect; in the data active = a potency from the dose series; also: strong numbers were not always called active
GPR55 LPI antagonism = inhibition of LPI-stimulated GPR55 beta-arrestin translocation – imaging, U2OS, beta-arrestin-GFP, LPI agonist, primary screen (AID 2013); inhibition, % at 10 µM; hits with a dose series show IC50 in µM; U2OS GPR55 beta-arrestin-GFP translocation imaging, LPI antagonism; higher % means a stronger effect; 290,000 tested, 0.13% active;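 active = spots per cell inhibited over 60%, with over 100 cells counted and total cytoplasm intensity under 500,000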;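 also: U2OS cells stably carrying GPR55 and arrestin-GFP stimulated by 5 µM LPI near EC80; imaged beta-arrestin-GFP aggregate spots per cell after agonist stimulation; plate controls were LPI-stimulated DMSO wells for no effect and DMSO wells without LPI for full effect; some results filed as inactive read as strong as hits; confirmed hits need IC50 under 10 µM and bright autofluorescent wells are also inconclusive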
NTR1 ag = NTR1-driven beta-arrestin-GFP spot formation – imaging, U2OS cells, high content, primary screen (AID 493036) | P30989 | agonist mode | activation, % at 20 µM | 330,000 tested, 0.17% active;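 active = activation at or above 40% of the spot to cytoplasm intensity ratio, with at least 20 cells analyzed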;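 also: 0% = DMSO without peptide and 100% = 100 nM NTR1 peptide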
Target sequence (P30989 whole entry, looked up): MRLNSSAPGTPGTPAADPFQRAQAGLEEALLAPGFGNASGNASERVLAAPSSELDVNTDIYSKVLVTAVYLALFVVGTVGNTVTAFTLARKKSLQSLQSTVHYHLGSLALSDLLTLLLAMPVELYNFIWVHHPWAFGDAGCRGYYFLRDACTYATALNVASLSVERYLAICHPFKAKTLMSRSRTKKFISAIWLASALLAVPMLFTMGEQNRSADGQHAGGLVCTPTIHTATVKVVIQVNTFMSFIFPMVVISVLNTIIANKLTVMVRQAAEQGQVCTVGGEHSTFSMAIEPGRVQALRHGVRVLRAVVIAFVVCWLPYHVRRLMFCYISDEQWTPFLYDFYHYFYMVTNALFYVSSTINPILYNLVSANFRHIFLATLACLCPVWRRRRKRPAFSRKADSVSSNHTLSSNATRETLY
GPR35 arrestin U2OS = GPR35 antagonists blocking zaprinast-driven arrestin recruitment, primary screen, imaging, U2OS, beta-arrestin-GFP, zaprinast agonist (AID 2058); U2OS GPR35 beta-arrestin-GFP translocation imaging, zaprinast antagonism; higher % means a stronger effect; inhibition, % at 10 µM; hits with a dose series show IC50 in µM; 290,000 tested, 0.052% active;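 active = inhibition of at least 50% with at least 30 cells and total cytoplasm GFP at most 10,000,000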
GPR55 beta-arrestin = GPR55 agonists via beta-arrestin recruitment, primary screen, imaging, U2OS cells, beta-arrestin-GFP redistribution (AID 1961); U2OS GPR55 beta-arrestin-GFP redistribution imaging; higher % means a stronger effect; activation, % at 10 µM; hits with a dose series show EC50 in µM; 290,000 tested, 0.048% active;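 active = activation above 40% with more than 50 cells counted in the well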;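 also: U2OS osteosarcoma cells stably expressing GPR55 and beta-arrestin-GFP; plate controls were DMSO negative control for no effect and LPI positive control for full effect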
Hep lipid drop = hepatic lipid droplet formation modulation; AML12 mouse hepatocytes, oleate lipid droplets, BODIPY imaging; 240,000 tested, 0.4% active; AID 1656; inhibition, % at 6.5 µM;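 active = lipid droplet intensity inhibited by at least 50%, with more than 500 cells counted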
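Test system: AML12 mouse liver cells; schedule: overnight exposure; technique: high-content imaging of BODIPY-stained droplets and DAPI nuclei; read-out: % inhibition of corrected integrated BODIPY droplet signal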
Hep lipid drop cells 6.5 µM = recorded beside Hep lipid drop, whose call it bears; cell count; measured here: cell count, cytotoxicity flag;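 cells counted across two imaged fields per well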
T cell modulator vesicle-bound % = further read-out of T cell modulator, marked with its call; double positive events, %; measured here: CD8+ vesicle-bound cell fraction;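 binding gate set so that unloaded-vesicle control wells show 10% double positive cells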
NTR1 ag cell count 20 µM = further read-out of NTR1 ag, marked with its call; cell count; measured here: cell count, cytotoxicity flag
Starred values were filed as active, the others as inactive; i = inactive; · = not tested or not shown.

SMILES	T cell modulator	T cell modulator vesicle-bound %	LYP inhibition	MgcRacGAP inhibition	SV40 large T antigen	GPR55 LPI antagonism	NTR1 ag	NTR1 ag cell count 20 µM	GPR35 arrestin U2OS	GPR55 beta-arrestin	Hep lipid drop	Hep lipid drop cells 6.5 µM
C=CCn1c(=S)[nH]c2sccc2c1=O	i	54	0%	8%	4%	-1%	0.3	35	-3%	-0.1%	3	722
COc1cc2c(cc1OC)C(=S)NC(C)(C)C2	i	20	-2%	1%	8%	2%	-1.0	38	17%	0.3%	·	·
Cc1cc2[nH]c(=O)c(=O)[nH]c2cc1S(=O)(=O)Nc1cccc(F)c1	i	6	-9%	7%	8%	8%	0.0	63	-2%	-0.1%	0	775
CN(C)CCNC(=O)Cn1nc(-c2ccc(Cl)cc2)ccc1=O	i	33	-7%	0%	3%	3%	1.6	46	17%	-0.1%	·	·
Brc1cc2c(cc1C1Nc3ccccc3C3C=CCC31)OCO2 (centres undefined)	i	27	10%	7%	15%	-2%	4.9	49	7%	-0.4%	-7	394
Cn1c(SCC(=O)N2CCc3ccccc3C2)nnc1-c1ccncc1	i	8	-10%	2%	-3%	0%	-0.7	75	-6%	-0.2%	-50	655
O=C1C=C(NCc2ccc(Cl)cc2Cl)C2(CCCCC2)O1	i	18	-3%	13%	7%	3%	2.6	43	-12%	-0.1%	16	777
Cc1cc(C)c(NC(=O)CS(=O)CC(=O)NCCCc2ccccc2)c(C)c1 (centres undefined)	i	32	-10%	10%	10%	-2%	0.6	49	0%	0.3%	·	·
CCCCCc1nnc(NC(=O)CN2C(=O)C3CCCCC3C2=O)s1 (centres undefined)	i	23	-4%	2%	16%	9%	0.8	59	6%	-0.1%	-6	694
NC(=O)C1(N2CCCCC2)CCN(Cc2ccccc2Cl)CC1	i	42	0%	8%	32%	4%	-1.3	41	-12%	-0.1%	-18	668
CCOP1(=O)C=C(C(C)(C)C)OC1c1ccc(F)cc1 (centres undefined)	i	27	-2%	14%	12%	-10%	-0.3	43	14%	-0.1%	-1	698
CCOC(=O)C(C(=O)N(C)Cc1ccccc1)C1CCCCC1 (centres undefined)	i	59	-4%	3%	0%	-8%	1.4	77	-6%	-0.3%	-9	851
Cc1ccc(-c2nn(-c3ccccc3)cc2C(=O)O)o1	i	14	6%	·	36%	0%	1.1	42	-1%	-0.6%	10	692
Cc1cccc(NC(=O)C2CCCN(C(=O)NCc3ccccc3)C2)c1C (centres undefined)	i	32	-3%	1%	-3%	3%	0.3	37	1%	0.5%	-5	796
CCCn1c(=O)c2[nH]cnc2n(-c2ccccc2C)c1=O	i	56	-5%	7%	6%	-5%	0.1	43	-15%	-0.3%	0	717
COc1ccc(C(=O)C2CCCN(Cc3cccc4c3OCO4)C2)cc1OC (centres undefined)	i	55	-6%	3%	17%	-3%	-1.0	101	-5%	-0.3%	-9	693
Cc1c(NC(=O)CSc2ncnc3ccccc23)c(=O)n(-c2ccccc2)n1C	i	31	-3%	1%	9%	-2%	-0.3	48	16%	0.2%	17	706
Cn1c(=O)n(C)c2cc(N3CCOCC3)c(NC(=O)c3ccc(F)cc3)cc21	i	10	-5%	12%	12%	7%	0.5	65	-5%	-0.2%	-4	695
CCOC(=O)CNC(=O)Cn1cnc2c(nnn2-c2ccc(C)cc2)c1=O	i	1	5%	1%	16%	16%	1.1	91	-17%	0.0%	·	·
N#Cc1cccc(-n2nnnc2-c2ccccn2)c1	i	29	-4%	0%	-3%	3%	-6.1	112	11%	-0.2%	·	·

Brought forward from above: 6 compounds, followed by the next part.
SMILES	T cell modulator	T cell modulator vesicle-bound %	LYP inhibition	MgcRacGAP inhibition	SV40 large T antigen	GPR55 LPI antagonism	NTR1 ag	NTR1 ag cell count 20 µM	GPR35 arrestin U2OS	GPR55 beta-arrestin	Hep lipid drop	Hep lipid drop cells 6.5 µM
CCCn1c(=O)c2[nH]cnc2n(-c2ccccc2C)c1=O	i	56	-5%	7%	6%	-5%	0.1	43	-15%	-0.3%	0	717
COc1ccc(C(=O)C2CCCN(Cc3cccc4c3OCO4)C2)cc1OC (centres undefined)	i	55	-6%	3%	17%	-3%	-1.0	101	-5%	-0.3%	-9	693
Cc1c(NC(=O)CSc2ncnc3ccccc23)c(=O)n(-c2ccccc2)n1C	i	31	-3%	1%	9%	-2%	-0.3	48	16%	0.2%	17	706
Cn1c(=O)n(C)c2cc(N3CCOCC3)c(NC(=O)c3ccc(F)cc3)cc21	i	10	-5%	12%	12%	7%	0.5	65	-5%	-0.2%	-4	695
CCOC(=O)CNC(=O)Cn1cnc2c(nnn2-c2ccc(C)cc2)c1=O	i	1	5%	1%	16%	16%	1.1	91	-17%	0.0%	·	·
N#Cc1cccc(-n2nnnc2-c2ccccn2)c1	i	29	-4%	0%	-3%	3%	-6.1	112	11%	-0.2%	·	·
N=C1C(c2ccccc2)=C(O)CN1c1cccc(S(=O)(=O)N2CCOCC2)c1	i	55	-7%	5%	10%	22%	0.3	69	3%	-0.1%	12	754
OCCNc1nc(C2CC2)nc2c1nnn2Cc1ccccc1Cl	i	23	4%	6%	14%	-6%	28	49	-11%	-0.3%	·	·
Cn1c(-c2c(N)n(-c3ccccc3)c3nc4ccccc4nc23)nc2ccccc21	i	47	-1%	-1%	21%	15%	·	·	5%	-0.2%	11	548
O=C(NC(=S)NNC(=O)c1ccccc1O)c1ccccc1	i	51	-4%	11%	10%	5%	-1.4	98	-10%	-0.1%	9	839
CC(C)Nc1ncnc2c1nnn2Cc1ccccc1	i	31	-13%	5%	7%	10%	-0.3	93	-5%	-0.2%	·	·
COc1cc(OC)c(C(=O)NC2CCCCCC2)cc1OC	i	35	-2%	0%	0%	-3%	-3.9	67	-6%	0.2%	-9	657
Cc1ccc(C)c(C(=O)CCC(=O)Nc2cccnc2)c1	i	16	-3%	4%	-1%	-1%	-1.6	92	1%	0.2%	-2	717
Brc1ccccc1-c1csnn1	i	42	-2%	-7%	9%	4%	-1.0	56	-10%	0.4%	17	688
COc1ccc([N+](=O)[O-])cc1N(CC(O)CN1CCCCC1)S(=O)(=O)c1ccccc1 (centres undefined)	i	38	-2%	1%	1%	-5%	0.1	42	21%	0.0%	-12	672
Cn1nnc(C(O)CN2CCOCC2)n1 (centres undefined)	i	15	-4%	14%	18%	12%	-0.1	49	0%	-0.2%	·	·
COc1cccc(C(=O)Nc2ccc(NC(=O)C3C4C=CC(C4)C3C(=O)O)cc2)c1 (centres undefined)	i	63	-4%	7%	7%	-7%	-1.2	37	-17%	0.3%	2	649
CC(=O)Nc1ccc(NC(=O)CSCc2cnn(-c3ccccc3)c2-n2cccc2)cc1	i	30	-7%	-2%	4%	-8%	-0.1	82	8%	-0.1%	1	804
Nc1nnnn1/N=C/c1ccccc1OCc1ccc(Cl)cc1	i	26	-7%	-4%	15%	7%	0.1	49	1%	0.4%	16	795
Nc1ccccc1SC1CC(=O)N(c2ccc(Cl)c(Cl)c2)C1=O (centres undefined)	i	40	-5%	13%	9%	7%	3.5	99	26%	0.3%	0	626
CC(C)CC1NC(=O)N(CC(=O)N2CCN(S(=O)(=O)c3ccc(Cl)cc3)CC2)C1=O (centres undefined)	i	7	3%	-5%	15%	-1%	-1.2	58	-2%	-0.2%	0	691
CC1CCCN(S(=O)(=O)c2ccc(NC(=O)C3CCN(C(=O)c4ccco4)CC3)cc2)C1 (centres undefined)	i	48	-8%	7%	8%	-4%	0.8	47	-14%	0.6%	-13	751
CCS(=O)(=O)Nc1ccc(Cc2ccc(NS(=O)(=O)CC)cc2)cc1	i	14	-1%	15%	14%	-8%	-0.6	55	8%	0.2%	0	813
CCCCCC(=O)N/N=C/c1ccc([N+](=O)[O-])o1	i	12	-2%	2%	-9%	4%	0.0	53	5%	0.0%	-8	705
O=C(CSc1ccc(-c2ccccn2)nn1)c1ccccc1	i	18	-4%	14%	2%	-6%	0.7	71	7%	-0.2%	-1	706
Cc1ccc(C2CC(c3cccs3)=NN2S(=O)(=O)c2ccc(C)cc2)cc1 (centres undefined)	i	37	6%	4%	-4%	11%	0.8	85	-6%	0.1%	-14	497
COc1cccc(CSc2ccc(S(=O)(=O)N3CCOCC3)cc2C(=O)NCC2CCCO2)c1OC (centres undefined)	i	30	0%	4%	5%	-2%	-0.9	53	-4%	-0.2%	-3	660
O=C(N/N=C1\C(=O)c2cccc3cccc1c23)c1ccc(O)cc1	i	63	-2%	1%	7%	-4%	4.1	61	6%	-0.1%	1	650
O=C(O)CCn1c(=O)c2ccccc2c2ccccc2c1=O	i	50	-5%	6%	2%	3%	-1.1	34	2%	-0.3%	2	737
CN(C)c1nc(SCC#N)nc(N2CCOCC2)n1	i	21	-1%	12%	-10%	5%	2.9	56	14%	-0.2%	·	·
O=C1NC2=C(CCc3ccccc32)C(c2ccccc2)N1 (centres undefined)	i	5	-5%	0%	3%	3%	2.3	81	-5%	-0.2%	-36	699
O=C(N1CCOCC1)N1CCN(S(=O)(=O)N2CCCCC2)CC1	i	45	1%	7%	-4%	9%	0.8	66	-6%	0.3%	16	638
Cc1oc(-c2ccccc2F)nc1CSCC(=O)NCc1ccc2c(c1)OCO2	i	27	5%	8%	1%	11%	0.1	99	1%	0.0%	·	·
CN1CCN(c2ccc(NC(=O)COc3ccccc3Cl)cc2)CC1	i	42	-7%	6%	-5%	5%	-1.0	63	1%	0.0%	-23	711
C/C=C/c1c(F)c(F)c(Oc2ccc(C(=O)O)cc2)c(F)c1F	i	40	-7%	9%	7%	3%	-0.6	47	-9%	-0.1%	-7	737
Cc1ccc(NC(=O)C(Cc2ccccc2)NC(=O)OCc2ccccc2)cc1C (centres undefined)	i	41	-4%	3%	6%	-2%	13	32	-2%	-0.1%	-24	558
CCc1cccc(NC(=O)C2CCCN2S(=O)(=O)c2cccc3cccnc23)c1 (centres undefined)	i	2	-6%	5%	5%	-24%	0.9	65	3%	0.0%	-16	748
COc1cc(Br)c(Br)cc1N	i	37	-8%	-2%	10%	4%	0.3	53	21%	-0.1%	18	801
CCCS(=O)(=O)N1CCCC(C(=O)Oc2ccc(OC)cc2)C1 (centres undefined)	i	49	-7%	12%	9%	-9%	-0.8	43	-5%	-0.4%	6	837
